Assay outcomes (PubChem)
TcdB GH inh: TcdB glycohydrolase inhibition; P18177; TcdB glycohydrolase enzymatic assay, plate reader; inhibition, % at 9.99 µM; AID 652162; 0.24% of 350,000 active; in the data active = inhibition above about 10%
PrPC surface inh: cell surface PrPC inhibition, primary TR-FRET screen; P04156; TR-FRET read-out; inhibition, % at 13.8 µM; 0.43% of 370,000 active; in the data active = inhibition above about 24%; note: 0% = median of the test wells and 100% = reference compound wells
BH1578 lux ind: induces V. cholerae light production without autoinducers. activation, % at 18.7 µM. V. cholerae BH1578 lux reporter, luminescence, 6 h. AID 588436. 0.16% of 350,000 active; in the data active = activation mostly above about 9.7%, no sharp cut-off; note: not every result past the cut was called active; inactives centre near 0; reference of the scale not given here
VHR inh abs: inhibitors of human VHR1 phosphatase (DUSP3); AID 1654; recombinant VHR phosphatase, pNPP absorbance; P51452; inhibition, % at 13.3 µM; 0.52% of 290,000 active; in the data active = inhibition above about 50%; note: some compounds called inactive have numbers as strong as hits
Target sequence (P51452 whole entry, looked up): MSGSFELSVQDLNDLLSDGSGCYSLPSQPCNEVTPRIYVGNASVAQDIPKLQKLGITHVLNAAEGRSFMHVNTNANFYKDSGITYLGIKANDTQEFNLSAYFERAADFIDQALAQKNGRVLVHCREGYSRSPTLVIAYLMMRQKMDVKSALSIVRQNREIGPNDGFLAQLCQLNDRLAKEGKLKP
Rv3671c protease: Rv3671c (M. tuberculosis) protease inhibition; inhibition, % at 5.96 µM; 0.048% of 320,000 active; P9WHR9; AID 2606; in the data active = inhibition above about 38%;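 note: extracellular domain of Rv3671c used as enzyme; 0% = enzyme with DMSO and 100% = no enzyme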
Target sequence (P9WHR9 whole entry, looked up, the tested form may be a part): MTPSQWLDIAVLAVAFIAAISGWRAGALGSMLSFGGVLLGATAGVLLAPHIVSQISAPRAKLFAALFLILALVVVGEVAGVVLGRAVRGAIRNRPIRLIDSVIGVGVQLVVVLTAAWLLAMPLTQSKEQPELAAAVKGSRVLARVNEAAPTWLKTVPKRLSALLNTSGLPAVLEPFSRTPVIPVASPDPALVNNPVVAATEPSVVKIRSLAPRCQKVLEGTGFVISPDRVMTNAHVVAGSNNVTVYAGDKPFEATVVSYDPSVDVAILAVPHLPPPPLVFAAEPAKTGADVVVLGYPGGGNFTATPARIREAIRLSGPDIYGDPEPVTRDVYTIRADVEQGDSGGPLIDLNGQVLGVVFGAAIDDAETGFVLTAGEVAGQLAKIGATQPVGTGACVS
MazF activator: activators of E. coli MazEF toxin-antitoxin RNase | P0AE70 | FAM/BHQ RNA-DNA oligo cleavage fluorescence, 5 h | activation, % at 20 µM | 0.32% of 350,000 active | AID 504720; in the data active = activation above about 50%
Target sequence (P0AE70 whole entry, looked up): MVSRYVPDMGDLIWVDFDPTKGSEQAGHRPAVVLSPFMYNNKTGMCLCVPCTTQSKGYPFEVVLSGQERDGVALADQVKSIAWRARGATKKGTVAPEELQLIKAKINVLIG
SARS 3CLpro inh: SARS-CoV 3CLpro protease inhibition | 0.14% of 290,000 active | recombinant SARS-CoV 3CLpro, quenched FRET peptide cleavage | AID 1706 | P0C6X7 | inhibition, % at 6 µM; in the data active = inhibition above about 12%
CCHF vOTU inh: CCHFV vOTU protease inhibition; inhibition, % at 11.5 µM; 0.55% of 370,000 active; Pep-AMC fluorescence; AID 651958; in the data active = inhibition above about 30%; note: 0% = vehicle wells with enzyme and 100% = no enzyme wells
Yp Topo-I inh: blocks Yersinia pestis topoisomerase I activity; Y. pestis Topo-I cleavage product accumulation, plate reader; activity, % at 10 µM; 0.064% of 360,000 active; AID 504884; in the data active = activity above about 50%, passing the limit was not always enough; note: inactives centre near 2
SSB-PriA inh: blocks PriA binding to SSB C-terminal tail; AlphaScreen SSBct-PriA binding, biotinylated peptide; inhibition, % at 33 µM; 0.6% of 430,000 active; in the data active = inhibition mostly above about 37%, no sharp cut-off; inactive = mostly below about 20%;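 note: plate controls were negative control peptide for no effect and reference peptide for full effect; strong numbers were not always called active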
The depositor's hits bear a star; i = inactive; nt = no result given; & = joins results of further samples.

SMILES	TcdB GH inh	PrPC surface inh	BH1578 lux ind	VHR inh abs	Rv3671c protease	MazF activator	SARS 3CLpro inh	CCHF vOTU inh	Yp Topo-I inh	SSB-PriA inh
Cc1cc(C)cc(OCC(=O)Nc2nc(-c3cccnc3)cs2)c1	-0.7	-5	i	15	-5	-47	-1	28	10	-23
O=C(NCc1cccs1)c1ccc(Br)o1	1.3	1	3.5	-2	-12	7	-1	-4	-5	1
COc1ccccc1C1c2[nH]c3ccccc3c2C[C@H]2C(=O)N(C3CCN(Cc4ccccc4)CC3)CC(=O)N12 (stereo partly specified)	1.6	-11	-0.8	36	0	-15	3	17	24	9
CCOC(=O)C(C)Oc1cccc2c(=O)n(CC(=O)NCc3ccc(F)cc3)ccc12 (stereo unspecified)	0.0	-2	-0.2	2	5	5	-3	0	5	-7
COc1ccc(NC(=O)CN(C)C(=O)CC2CCCCC2)cc1	-0.2	2	-0.7	nt	1	2	nt	-11	2	-16
c1ccc(C[C@H]2CN=C(Nc3ccccc3)N2CCC2CCCC2)cc1	-1.9	-2	-0.6	nt	-3	13	nt	29	16	7
Cc1ccc(-c2nnn(CCOc3cccc(Br)c3)n2)cc1	nt	9	3.6	8	2	17	1	7	-5	1
Cc1cc(C)n(S(=O)(=O)c2cccc(Cl)c2Cl)n1	nt	-8	i	21	-1	1	-2	7	6	6
COc1ccc(NC(=O)C(=O)NCCC2=CCCCC2)c(OC)c1	nt	7	-0.6	-7	-4	-13	6	1	7	-5
Cc1ccc(-n2ncc(Cl)c2C(=O)NCc2ccccc2)cc1	0.3	-6	-1.0	-9	-20	-10	2	-3	9	-14
Cc1ccc(C(=O)NC(C)c2ccc(-n3ccnc3)cc2)cc1S(=O)(=O)N1CCOCC1 (stereo unspecified)	-1.3	-4	i	nt	7	2	nt	-6	-8	4
N=C1/C(=C/c2ccc(-c3cccc(C(=O)O)c3)o2)C(=O)N=C2SC=C(c3ccccc3)N12	0.0	-1	-0.3	68	-106	-37	2	17	3	-10
NC(=O)C1CCCN(C(=O)c2ccc3nc(Cc4cccc(Cl)c4)oc3c2)C1 (stereo unspecified)	-1.4	8	i	-12	-2	-2	-2	13	7	5
Cc1ccc(S(=O)(=O)NCCC2(C(C)C)CCOC(C)(C)C2)cc1 (stereo unspecified)	nt	3	i	-8	2	5	0	8	17	-8
Cc1cc(NC(=O)c2coc(=O)c(Br)c2)ccc1C(C)C	0.1	-6	i	24	-1	-11	-4	-25	-4	4
COc1ccc(-c2ccc(C(=O)NCc3ccco3)c3occc23)c(C)c1	0.4	6	-5.9	nt	nt	nt	nt	0	40	nt
CC(O)CNC12CC3CC(CC(C3)C1)C2 (stereo unspecified)	-1.0	-18	i	12	2	10	0	-4	2	2
CC(C)(C)c1cc(C(=O)NCc2cc(F)cc3c2OCOC3)n(Cc2ccccc2)n1	1.9	10	i	14	-8	1	4	-3	14	-3
COC(=O)C(OC(=O)c1ccccc1)C(C)Br (stereo unspecified)	-2.2	-1	-0.7	nt	-5	4	nt	13	-11	2
CCOc1ccc(N2C(=O)Cc3ccccc3C2=O)cc1	0.6	-4	i	27	0	10	3	15	4	-7
COC(=O)[C@@H]1C[C@H]1[C@@H](NP(=O)(c1ccccc1)c1ccccc1)c1ccccc1	0.1	-2	i	-7	3	6	0	6	5	-12
CCCN1CCN(CC(=O)Nc2nncs2)CC1	0.3	6	i	-8	7	-2	-5	12	-2	0
COc1ccc(NC(=O)CN(C)CC(=O)Nc2ccc(Cl)c(S(=O)(=O)N(C)C)c2)cc1	1.4	-1	-0.3	26	6	-5	2	4	10	-17
O=C(COc1ccccc1)Nc1ccc(N2CCN(C(=O)c3cccs3)CC2)cc1	nt	7	-0.4	34	-4	-15	5	5	3	-13
CCC1CN(C(=O)N2CCC(C(=O)NCCc3ccccc3OC)CC2)c2ccccc2O1 (stereo unspecified)	6.1	-4	-0.1	6	5	7	-1	12	13	-13

Single values from above.
For Yp Topo-I inh, Cc1cc(NC(=O)c2coc(=O)c(Br)c2)ccc1C(C)C is listed with -4
For BH1578 lux ind, COc1ccc(-c2ccc(C(=O)NCc3ccco3)c3occc23)c(C)c1 is listed with -5.9
For CCHF vOTU inh, NC(=O)C1CCCN(C(=O)c2ccc3nc(Cc4cccc(Cl)c4)oc3c2)C1 (stereo unspecified) is listed with 13

Additional results follow.
SMILES	TcdB GH inh	PrPC surface inh	BH1578 lux ind	VHR inh abs	Rv3671c protease	MazF activator	SARS 3CLpro inh	CCHF vOTU inh	Yp Topo-I inh	SSB-PriA inh
COC(=O)c1cc(NC(=O)CSc2nncn2C)cc(C(=O)OC)c1	nt	-8	i	20	2	5	4	-4	1	0
CCOC(=O)c1sc2ncn(C(C)C(=O)OCC)c(=O)c2c1C (stereo unspecified)	nt	-5	nt	18	0	2	5	9	-2	-3
O=C(CSc1ncccn1)NCCC1=CCCCC1	1.9	-4	-14	nt	-4	6	nt	12	-6	8
COC(=O)C1=C(c2cc3ccccc3s2)C[C@@H]2CC[C@H]1N2C(=O)N1CCCCC1	1.9	12	i	nt	2	4	nt	11	50	2
CCn1c(CC(=O)Nc2cccc(OC)c2)nnc1SCC(=O)Nc1nccs1	-1.0	3	-0.1	-9	-8	-1	-2	-3	10	-9
CC(Oc1cccc(Cl)c1)C(=O)N1CCN(c2ncccn2)CC1 (stereo unspecified)	0.0	-5	i	nt	7	3	nt	10	1	0
O=C(NCCCn1ccnc1)c1ccc(COc2ccccc2)o1	0.0	-1	i	nt	2	-1	nt	10	-6	1
COc1ccc(Cn2c(O)c(C=Nc3ccc(C)cc3)c3ccccc3c2=O)cc1	0.8	3	-0.6	5	-5	-15	-5	-16	-3	-1
CCNC(=S)N/N=C/c1c(Cl)cccc1Cl	1.8	-1	-0.5	-4	-13	-3	-2	-11	-1	nt
Brc1ccc(Oc2ccc(Br)cc2Br)c(Br)c1	-0.9	-1	-0.1	nt	-2	-10	nt	1	4	-9
CC(C)c1ccc(NC(=O)CCC(=O)NCc2ccco2)cc1	0.0	8	0.3	6	-4	4	-4	0	-5	-11
C[C@@H]1CN([C@@H](C)CO)C(=O)c2cc(Br)cnc2O[C@H]1CN(C)C(=O)Nc1ccc2c(c1)OCO2	0.5&0.9	1	-0.4	nt	nt	3	nt	-9	6	nt
Cc1ccc(CNC(=O)CCNS(=O)(=O)c2ccc(C)cc2)cc1	nt	2	-3.4	-2	9	1	1	6	0	-10
Cc1cccc(C)c1NC(=O)CNC(=O)c1cccc(S(=O)(=O)NCc2cccs2)c1	-1.5	-5	-0.7	nt	0	4	nt	-162	9	4
O=C(Nc1ccncc1)c1cccc(S(=O)(=O)N2CCc3ccccc32)c1	1.6	25*	0.0	nt	-43	3	nt	8	-1	3
O=[N+]([O-])c1cccc(N/N=C/c2cccc3ccccc23)c1	-1.2	1	-0.3	17	1	17	-1	4	-36	nt
O=C(C1CCC1)N1CCCc2cc(S(=O)(=O)N3CCN(c4ccccc4)CC3)ccc21	1.5	2	0.4	9	9	-6	-2	-10	42	7
CCCCOC(=O)CCNc1n[nH]c(=O)[nH]c1=O	nt	-5	i	15	-6	5	3	-8	1	-2
O=C(CCN1CCOCC1)N1CCCC(Nc2cccc(F)c2)C1 (stereo unspecified)	-0.9	4	i	31	-4	-3	3	4	-8	-6
COc1ccc(Cn2c(=O)oc3ccccc32)cc1OC	2.3	1	-0.3	nt	nt	-11	nt	-5	-3	nt
CC1CCCCN1C(=O)CSc1nc2c(c(=O)n(C)c(=O)n2C)n1C (stereo unspecified)	-0.1	-3	-0.3	49	-6	9	-5	4	2	4
COc1nccnc1NS(=O)(=O)c1ccc(NCc2ccccc2O)cc1	0.1	-1	-0.4	8	-2	-6	-6	6	2	0
O=C(Cn1nc([N+](=O)[O-])nc1Br)NC(c1ccccc1)c1ccccc1	nt	-15	3.7	1	-12	13	0	-16	2	2
Brc1cc2c(cc1Cn1c(-c3cncs3)nc3ccccc31)OCO2	nt	7	0.6	2	5	4	2	1	15	-11
O=C(c1ccc(-n2cccc2)cc1)N1CCCCC1	-1.8	-6	-1.5	6	3	4	6	11	-10	-5

An excerpt of these results, with two lines to a compound.
Order of results: TcdB GH inh | PrPC surface inh | BH1578 lux ind | VHR inh abs | Rv3671c protease | MazF activator | SARS 3CLpro inh | CCHF vOTU inh | Yp Topo-I inh | SSB-PriA inh
- O=C(Cn1nc([N+](=O)[O-])nc1Br)NC(c1ccccc1)c1ccccc1
    nt | -15 | 3.7 | 1 | -12 | 13 | 0 | -16 | 2 | 2
- N=C1/C(=C/c2ccc(-c3cccc(C(=O)O)c3)o2)C(=O)N=C2SC=C(c3ccccc3)N12
    0.0 | -1 | -0.3 | 68 | -106 | -37 | 2 | 17 | 3 | -10

The results go on.
SMILES	TcdB GH inh	PrPC surface inh	BH1578 lux ind	VHR inh abs	Rv3671c protease	MazF activator	SARS 3CLpro inh	CCHF vOTU inh	Yp Topo-I inh	SSB-PriA inh
Cc1ccc(S(=O)(=O)CCC(=O)OCC(=O)N(C)CC(=O)Nc2ccc(F)cc2)cc1	2.0	5	0.0	nt	-1	4	nt	3	-6	1
O=S(=O)(N/N=C/c1c(F)cccc1Cl)c1ccccc1	nt	3	i	-24	-5	-1	4	3	-5	nt
O=C(NNS(=O)(=O)c1ccccc1F)c1ccccc1-n1cccc1	1.6	-3	-0.6	0	-10	-2	-6	10	-3	0
CCn1c(SCC(=O)NCCc2ccc(OC)c(OC)c2)nc2c1c(=O)n(C)c(=O)n2C	nt	-1	-0.3	-3	-1	-1	0	-9	0	-5
CCOC(=O)c1[nH]c(C)c(C(=O)NCc2ccc(OC)cc2)c1C	0.8	-7	-0.3	44	2	-4	-3	6	2	-12
Cc1cc2nc(-c3ccc[nH]c3=O)n(Cc3ccc(F)cc3)c2cc1C	-2.0	0	i	nt	3	3	2	-100	13	1
CCOC(=O)c1cc(-c2ccccc2)sc1NC(=O)CN1C(=O)NC(CC)(c2ccccc2)C1=O (stereo unspecified)	0.1	-6	0.3	27	-17	4	7	-1	7	-16
Cc1nn2c(-c3ccc(F)cc3)ccnc2c1Br	1.8	-13	-0.6	nt	-4	3	-2	12	5	-17
Cc1cc(C)n2nc(SCC(=O)NC(=O)NCc3ccco3)nc2n1	0.6	3	-0.2	4	-2	-2	2	-13	8	2
O=c1[nH]c(=O)n(CCc2ccc(F)cc2)c(O)c1/C=N/N1CCCCC1	1.2	4	0.4	25	-2	3	-1	7	6	nt
COc1cc(OC)c(N(C)S(=O)(=O)c2cccc(C(=O)Nc3nccs3)c2)cc1Cl	1.7	-3	-0.8	nt	-35	-1	nt	13	-18	-2
COC(=O)NC(C)N1C(=O)C2C3C=CC(C3)C2C1=O (stereo unspecified)	-0.1	3	i	-1	0	7	0	-12	8	-20
O=C(/C=C/c1ccccn1)c1cc(Cl)cc(Cl)c1O	0.4	-3	-0.8	8	-6	0	3	9	5	3
COc1ccc(NS(=O)(=O)c2cc(NC(=O)COc3ccccc3)ccc2N2CCOCC2)cc1	0.6	-2	i	nt	-15	-9	nt	-6	31	5
COc1ccc2c(c1)c(C(=O)CN1CCCCC1)c(C)n2C	0.6	1	i	nt	3	-3	nt	-4	2	-8
Cc1cccc(NC(=O)c2nc[nH]c2C(=O)Nc2ccccc2[N+](=O)[O-])c1	0.5	0	i	-6	-5	14	4	3	0	-5
COc1cc(S(=O)(=O)N2CCOCC2)cc(C(=O)OCC(=O)NCc2ccco2)c1OC	4.5	4	i	nt	-4	7	nt	-5	-1	1
CCN(CC)CCN1C(=O)C(=O)/C(=C(/O)c2ccc(S(=O)(=O)N3CCOCC3)cc2)C1c1ccccc1 (stereo unspecified)	-0.1	-22	i	17	5	-7	-7	1	2	nt
COc1cccc(/C=N/Nc2ccc(S(=O)(=O)Nc3ccccc3C(=O)O)cc2[N+](=O)[O-])c1O	-0.3	-17	-0.1	nt	nt	-32	nt	27	3	nt
COc1cccc(/C=N/NC(=O)CN(CCc2ccccc2)S(=O)(=O)c2ccc(NC(C)=O)cc2)c1	0.2	5	-0.2	21	-33	7	4	4	38	nt
Cc1ccc(-n2c(N)c(C(=O)NCc3ccco3)sc2=S)cc1	nt	-23	-1.5	5	3	-6	4	6	-3	8

Only part of the results is shown (hit frequency here may not be typical).
